Source: PubChem (several laboratories)
TNAP activators: human TNAP enzyme activators, primary screen, biochemical, luminescent, no phosphate acceptor, uHTS (AID 1001). purified TNAP, luminescent activation assay, no phosphate acceptor; higher activation fold means a stronger effect. activation fold at 20 µM; hits with a dose series show EC50 in µM. hit rate 0.03% among 200,000; in the data active means activation fold from about 3, or a potency from the dose series; inactive means the rest, 99 in 100 with activation fold below about 1.6; further: many of its hits are not listed in these tables
Rac1 GTP hydrolysis: MgcRacGAP GTPase-activating activity inhibitors, confirmation, biochemical, ADP Hunter fluorescence. inhibition, % at 30 µM; hits with a dose series show IC50 in µM. AID 624330. MgcRacGAP-stimulated Rac1 GTP hydrolysis, ADP Hunter fluorescence; higher % means a stronger effect; GST-tagged Rac1 F28L mutant substrate. hit rate 0.6% among 340,000;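 active means first-screen hits whose inhibition reached a set limit at any dose in the follow-up dose series; inconclusive means inhibition above the set first-screen limit but never retested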;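 further: fluorescence reports GDP produced by GAP-driven GTP hydrolysis; strong numbers were not always called active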
Myeloid diff 2: myeloid differentiation induction; AID 624256; hit rate 1% among 360,000; calls only at 10 µM; ER-HoxA9 myeloid progenitors, lysozyme-GFP differentiation, flow cytometry;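 active means normalized GFP-positive differentiation at or above the plate's own cutoff, the solvent-only control mean plus 3 SD; inconclusive means no clear call, values can overlap the other calls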;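 further: cells exposed to compound for four days before flow analysis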
T cell modulator: modulates CD8 T cell binding to vesicles | 2C CD8+ T cell-vesicle binding, flow cytometry; active compounds read low | calls only at 7 µM | hit rate 0.068% among 330,000 | AID 2052;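 active means response, share of CD8 T cells binding vesicles, and their 90th percentile fluorescence all below set limits, cut at about 80% in these data, passing the limit was not always enough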
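Benchmarks: naked versus QL9-loaded vesicles / Assay system: purified 2C TCR transgenic mouse naive CD8+ T cells / Technique: high-throughput flow cytometry with anti-B7-1 and anti-CD8 staining / Timing: Cell–vesicle co-incubation 1.5 h at 37 °C, staining 20 min on ice / Read-out: percent CD8+ FL2 mean versus row control / Probe or stimulus: QL9-loaded Drosophila micro-vesicles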
RSV CPE inhibition: inhibition of RSV-induced cytopathic effect – HEp-2 cells, primary 10 µM value included (AID 2391) | HEp-2 cells, RSV-induced CPE inhibition; higher % means a stronger effect | CPE inhibition, % at 10 µM; hits with a dose series show IC50 in µM | hit rate 0.13% among 310,000; in the data active means a potency from the dose series; inconclusive means CPE inhibition mostly from about 23% at the one dose, without a potency; inactive means the rest, 99 in 100 with CPE inhibition below about 21%; further: strong numbers were not always called active
Large T inhibition: SV40 large T antigen inhibitors, biochemical (AID 1903); SV40 large T antigen ATPase/helicase inhibition assay; higher % means a stronger effect; inhibition, % at 20 µM; hits with a dose series show IC50 in µM; hit rate 0.39% among 310,000; in the data active means a potency from the dose series; inconclusive means inhibition mostly from about 32% at the one dose, without a potency; inactive means the rest, 99 in 100 with inhibition below about 32%; further: strong numbers were not always called active
Salmonella PhoP GFP: PhoP-dependent GFP reporter repression – Salmonella Typhimurium, primary screen (AID 1863). S. Typhimurium PhoP-regulated promoter GFP reporter, 4 h; higher % means a stronger effect. inhibition, % at 50 µM, or IC50 in µM where a hit was titrated. hit rate 0.16% among 300,000;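 active means inhibition over 29.93%, a cutoff 3 SD above the screen mean, later confirmed by dose response; inconclusive means inhibition over 29.93% but no dose response follow-up; inactive means inhibition at most 29.93% or unconfirmed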;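 further: 0% = low Mg2+ inducing control and 100% = high Mg2+ repressing control; strong numbers were not always called active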
NTR1 ag: agonists of NTR1, primary screen, imaging, U2OS cells, beta-arrestin-GFP, high content (AID 493036). P30989. NTR1-U2OS beta-arrestin-GFP spot imaging, agonist mode. activation, % at 20 µM. hit rate 0.17% among 330,000;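 active means activation at or above 40% of the spot to cytoplasm intensity ratio, with at least 20 cells analyzed; inconclusive means wells under 20 cells, flagged as cytotoxic or low count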;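 further: 0% = DMSO without peptide and 100% = 100 nM NTR1 peptide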
Target sequence (P30989 whole entry, looked up): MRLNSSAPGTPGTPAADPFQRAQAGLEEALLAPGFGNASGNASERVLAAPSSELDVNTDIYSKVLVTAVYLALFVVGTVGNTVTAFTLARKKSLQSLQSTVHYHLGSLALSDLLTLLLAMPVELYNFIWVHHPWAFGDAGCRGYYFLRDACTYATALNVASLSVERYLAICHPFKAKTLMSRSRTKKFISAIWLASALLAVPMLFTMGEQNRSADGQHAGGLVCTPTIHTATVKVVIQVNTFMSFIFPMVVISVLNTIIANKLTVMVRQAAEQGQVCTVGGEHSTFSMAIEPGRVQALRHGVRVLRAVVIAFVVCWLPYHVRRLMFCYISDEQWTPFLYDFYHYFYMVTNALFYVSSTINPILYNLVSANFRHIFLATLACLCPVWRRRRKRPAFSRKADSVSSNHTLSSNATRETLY
K1F lysis inhibition: protection from phage-mediated lysis, alamar blue read-out – E. coli UTI89, K1F phage, bacterial capsule biogenesis inhibitors (AID 488966); one-dose inhibition, % at 100 µM; IC50 in µM for titrated hits; E. coli UTI89 K1F phage lysis, alamar blue, 2 h; higher % means a stronger effect; hit rate 0.02% among 340,000;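 active means phage lysis inhibition, versus mean bacterial control, above a set limit; inconclusive means no clear call, values can overlap the other calls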;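 further: capsule biogenesis inhibitors block K1F phage lysis so surviving cells raise fluorescence; higher fluorescence means more inhibition of phage lysis; actives were called in the ten point dose series up to 300 µM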
T cell modulator vesicle-bound %: recorded beside T cell modulator, whose call it bears; double positive events, %; measured here: CD8+ vesicle-bound cell fraction;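 binding gate set so that unloaded-vesicle control wells show 10% double positive cells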
NTR1 ag cell count 20 µM: second read-out of NTR1 ag, no call of its own (marks repeat the call); cell count; measured here: cell count, cytotoxicity flag
Myeloid diff 2 GFP+ MAC1+ %: second read-out of Myeloid diff 2, no call of its own (marks repeat the call); GFP+ MAC1+ double positive, %; measured here: differentiation confirmed by MAC1 staining
Starred values were filed as active, the others as inactive; i = inactive; ? = inconclusive; nt = not tested or not shown; [ ] = dose if it differs, or a comment.

structure	TNAP activators	Rac1 GTP hydrolysis	Myeloid diff 2	Myeloid diff 2 GFP+ MAC1+ %	T cell modulator	T cell modulator vesicle-bound %	RSV CPE inhibition	Large T inhibition	Salmonella PhoP GFP	NTR1 ag	NTR1 ag cell count 20 µM	K1F lysis inhibition
Cc1ccccc1OCC(O)Cn1c(NCc2ccco2)nc2c1c(=O)[nH]c(=O)n2C (centres undefined)	1.1	0%	i	17	i	14	-0.6%	1%	2%	3.2	46	0.2%
Cc1ccc(-c2cc3ncc(C#N)c(N)n3n2)cc1	1.1	4%	i	0.2	i	66	17%	7%	0%	-1.4	86	0.1%
C[C@@H](C(=O)NCc1ccccc1)[C@H]1C[C@]1(C)[C@H](NC(=O)OCc1ccccc1)c1ccccc1	1	-1%	i	1.0	i	29	14%	5%	1%	1.7	100	-0.4%
COc1ccc(C2(c3ccc(OC)cc3)NC(=O)N(CC(=O)Nc3ccc(N4CCOCC4)cc3)C2=O)cc1	nt	-10%	i	0.2	i	12	1.8%	9%	-4%	0.7	64	-1.0%[50 µM]
CCCCCCCCOC1OC(CO)C(O)C(O)C1NC(C)=O (centres undefined)	1.1	-3%	i	0.8	i	14	3.6%	5%	17%	-0.2	81	0.4%
Cn1c(SCC(=O)NCc2ccco2)nnc1-c1c[nH]c2ccccc12	1.1	16%	i	2.5	i	27	2.1%	16%	-6%	4.3	78	1.6%
N#Cc1cc2c(nc1SCC(=O)Nc1sc3c(c1C#N)CCC3)CCCCCC2	1.1	9%	i	1.0	i	30	3.1%	-2%	5%	2.6	97	-0.2%
COCCC(=O)N1CCC(Oc2ccc(C(=O)NCCc3cnn(C)c3)cc2)CC1	nt	-15%	i	0.0	i	12	-1.0%	3%	-1%	-0.6	57	0.1%
CCOc1ncccc1C(=O)NCCc1ccc(Cl)cc1	nt	5%	i	0.7	i	62	5.3%	8%	-2%	1.3	85	0.1%
CCC(=O)N(Cc1cc2cccc(C)c2[nH]c1=O)c1ccccc1OC	1	6%	i	9.2	i	18	2.2%	4%	10%	1.3	51	0.2%
CC#CCc1cc2ccccc2c(=O)o1	nt	3%	i	2.1	i	39	1.8%	6%	8%	1.8	61	9.7%
Nc1c(N=Nc2cccc(Cl)c2)c(=O)[nH]n1-c1ccccc1	1	10%	i	0.6	i	37	1.8%	0%	8%	3.6	43	0.3%
O=C(NC(=S)N1CCOCC1)c1ccccc1Cl	nt	5%	?	nt	i	24	0.7%	14%	-2%	-0.7	60	-0.5%[50 µM]
N=c1c(C(=O)NCC2CCCO2)cc2c(=O)n3ccccc3nc2n1Cc1ccccc1Cl (centres undefined)	nt	9%	nt	nt	i	26	7.1%	15%	-14%	1.8	57	0.2%
COc1ccc(NC(=O)COc2ccccc2F)cc1S(=O)(=O)N1CCCCC1	nt	9%	i	1.2	i	10	17%	6%	-4%	3.3	44	2.0%[50 µM]
O=C(Cn1cc2c(n1)CCCCC2)Nc1c(F)cc(F)cc1Br	nt	3%	i	0.1	i	18	-0.2%	16%	-18%	-0.2	67	1.2%[50 µM]
COc1ccc(-n2c(SCc3ccc(C#N)cc3)nnc2-c2ccccn2)cc1	1.1	4%	i	0.8	i	7	4.0%	8%	-3%	1.6	86	1.1%
O=C(CN1C(=O)CCC1=O)c1ccc(-c2ccccc2)cc1	1.1	0%	i	0.5	i	26	2.6%	21%	-8%	-0.2	32	-2.0%
O=C(NNC(=O)C1CCCO1)c1ccc(Cl)cc1 (centres undefined)	1.1	7%	i	2.3	i	29	2.4%	5%	0%	-0.5	95	0.3%
CN(C)/C=C/C(=O)c1cccc(Oc2ncccn2)c1	1.2	5%	i	0.5	i	44	-0.4%	1%	-6%	0.3	33	0.3%
O=C1/C(=C/c2ccc([N+](=O)[O-])cc2)C=C(c2ccccc2)N1c1ccc(O)cc1	0.8	10%	i	0.6	i	43	-3.5%	3%	-3%	20	74	7.3%
CCOC(=O)c1c(NC(=O)c2nn(CC)cc2Br)sc(C)c1C	1	-1%	i	11	i	29	0.1%	1%	-1%	4.8	58	2.7%
COc1ccc(CN2CCOCC2)cc1Br	1.2	3%	i	0.3	i	8	-1.1%	5%	24%	-1.0	67	1.0%
CCOc1ccccc1NC(=O)c1ccc(Cl)c(NC(=O)CC(c2ccccc2)c2ccccc2)c1	1.1	6%	i	1.8	i	19	12%	-3%	17%	4.7	55	5.2%
CCOC(=O)c1ccc(NC(=O)N2CCCCC2)cc1	1.1	4%	i	0.4	i	45	1.9%	-11%	14%	-0.9	81	1.3%
CSCC[C@H](NC(=O)C1CCN(C(=O)[C@@H](N)Cc2ccccc2)CC1)C(=O)O	nt	2%	i	0.6	i	40	2.0%	1%	-6%	-0.8	88	-0.2%[50 µM]
CC(Oc1ccc(Cl)cc1Cl)c1nc(-c2ccc(NC(=O)c3ccncc3)cc2)no1 (centres undefined)	1	7%	i	0.7	i	55	17%	12%	-4%	37	90	3.9%
C/C(=N/OC(=O)c1c(-c2c(Cl)cccc2Cl)noc1C)c1cnccn1	1	3%	i	0.2	i	50	1.0%	3%	-4%	2.2	53	0.3%
CCC(CC)C(=O)NCCNC(=O)C(CC)CC	1	-1%	i	0.9	i	54	1.0%	2%	5%	1.0	76	0.2%
O=[N+]([O-])c1ccc(-c2ccc(/C=N/n3cnnc3)o2)c(Br)c1	nt	15%	i	0.6	i	47	?	-3%	5%	-1.1	55	0.2%
COc1cc(/C=C/C(=O)Nc2nc3ccc(S(=O)(=O)N(C)C)cc3s2)cc(OC)c1OC	0.9	7%	i	0.7	i	44	1.1%	8%	-5%	2.2	62	-0.5%[50 µM]
N#Cc1c(N2C(=O)C3C4C=CC(C4)C3C2=O)sc2c1CCC2 (centres undefined)	1.1	2%	i	0.8	i	23	0.4%	1%	2%	-1.0	96	1.3%
CN(Cc1ccccc1)C(=O)[C@@H]1CCCN1S(=O)(=O)c1ccc(Cl)cc1	nt	8%	i	0.3	i	23	1.0%	4%	8%	0.4	55	0.2%
C[C@]12CCC(O)CC1CCC1C2CC[C@]2(C)C(c3cc(C(F)(F)F)n[nH]3)CCC12 (some centres undefined)	nt	4%	i	0.2	i	41	29%	4%	0%	74*	84*	0.1%
CCn1c(SCC(=O)N/N=C/C=C/c2ccco2)nnc1-c1ccccc1	0.9	10%	i	1.2	i	21	0.8%	?	1%	-0.8	29	-0.2%
CNS(=O)(=O)c1cccc(C(=O)OCC(=O)NC2CCCC2)c1	nt	3%	i	0.2	i	11	0.2%	-1%	7%	-0.5	84	-0.2%
CC1=Nn2c(nnc2-c2ccc(F)cc2)SC1	1.1	7%	i	2.6	i	36	1.6%	14%	5%	-2.0	57	0.1%
COc1cc(C(=O)NCC2CCCO2)cc(OC)c1OC (centres undefined)	1.1	11%	i	5.0	i	55	0.9%	22%	3%	2.9	98	-0.1%
O=C(C1CCN(S(=O)(=O)c2cnc[nH]2)CC1)N1CCN(Cc2ccc3c(c2)OCO3)CC1	1.1	7%	i	0.8	i	37	3.3%	0%	2%	3.4	55	4.1%
CCOC(=O)C(NC(C)=O)C(=O)Nc1ccc(C(C)C)cc1 (centres undefined)	1.1	2%	i	0.6	i	65	0.6%	3%	5%	2.1	79	0.1%
COc1ccc([N+](=O)[O-])cc1NC(=O)C(C)OC(=O)CN1C(=O)C2CC=CCC2C1=O (centres undefined)	nt	2%	i	0.6	i	54	-0.1%	7%	3%	-0.1	39	0.3%[50 µM]
CCOc1ccc(CCNC(=O)CCc2nnc3ccc(N4CCCCC4)nn23)cc1OCC	nt	3%	i	2.9	i	22	1.5%	15%	nt	1.7	65	0.2%
CC(Sc1nnnn1C)C(=O)NC(=O)NC1CCCCC1 (centres undefined)	1.1	0%	i	0.8	i	5	7.6%	6%	-4%	0.4	46	0.9%
Nc1nc2ccccc2nc1N	1	2%	i	0.3	i	50	2.0%	10%	-14%	-1.2	84	-0.1%
CC(C)CCN(C(=O)c1cc(=O)[nH]c2ccccc12)c1c(N)n(Cc2ccccc2)c(=O)[nH]c1=O	nt	1%	i	0.6	i	28	2.4%	nt	nt	0.5	57	0.4%[50 µM]
CC1CC(=O)N(CC(=O)Nc2cccc(F)c2)c2ccccc2S1(=O)=O (centres undefined)	nt	-2%	i	0.4	i	25	1.4%	-2%	9%	-0.4	60	1.2%
COc1cc(F)ccc1S(=O)(=O)n1c(C)nc2ccccc21	nt	-5%	i	0.7	i	37	3.7%	1%	-1%	1.1	51	0.0%
COc1cc(Cn2c(-c3nonc3N)nc3ccccc32)ccc1C	1.1	2%	nt	nt	i	52	0.8%	3%	-4%	9.0	63	2.0%
Cc1ccccc1NS(=O)(=O)c1cc(C(=O)N2CCCC2)ccc1Cl	nt	7%	i	0.4	i	9	1.8%	25%	2%	0.7	52	0.3%
COCCn1c(-c2ccccc2F)n[nH]c1=S	0.5	5%	nt	nt	i	13	1.1%	15%	39%	0.0	54	2.9%
CCc1nc(SCc2ccc(Br)cc2)n[nH]1	nt	4%	i	0.2	i	49	3.2%	25%	-3%	-0.4	94	0.2%
Cc1ccc2oc3c(c(=O)c2c1)C(c1cccc(O)c1)N(c1ccccn1)C3=O (centres undefined)	1.2	5%	i	1.3	i	39	9.9%	-3%	4%	12	43	-2.4%
COCCn1nnnc1C(c1cc2cc(C)ccc2[nH]c1=O)N1CCc2ccccc21 (centres undefined)	1	-2%	i	1.4	i	27	1.6%	15%	-9%	2.1	84	-4.7%
Cc1ccccc1Cn1nc(C)c(NC(=O)C2(C)CC2(Cl)Cl)c1C (centres undefined)	1.1	8%	i	0.2	i	6	0.7%	7%	-7%	0.0	74	2.1%[50 µM]
